FXIa single inh = human FXIa protease inhibitors, primary screen, biochemical, single compound per well. hit rate 0.3% among 33,000. Coagulation factor XI (Homo sapiens), P03951. inhibition, % at 10 µM. purified human FXIa, fluorogenic AMC substrate cleavage;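 active means inhibition above 40% in the primary screen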;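 further: 0% = enzyme without compound and 100% = blank wells lacking enzyme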
FXIIa single = human FXIIa protease inhibitors, primary screen, biochemical, single well | Coagulation factor XII (Homo sapiens), P00748 | purified human FXIIa, AMC substrate fluorescence, 2 h | inhibition, % at 10 µM | hit rate 0.2% among 33,000 | AID 701, 2007; in the data active means inhibition above about 30%;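 further: 0% = enzyme with vehicle only and 100% = no enzyme blank; many of its hits are not listed in these tables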
* = called active by the depositor; & = joins results of further samples.

[1] O=C(CCNNC(=O)c1ccncc1)NCc1ccccc1
[2] OCCN1CCN(CCCN2c3ccccc3Sc3ccc(Cl)cc32)CC1
[3] CCN(CC)CCNC(=O)c1cc(Cl)c(N)cc1OC
[4] CN(C)CCOC(C)(c1ccccc1)c1ccccn1 (centres undefined)
[5] CN1CCN(CCC(=O)N2c3ccccc3Sc3ccc(C(F)(F)F)cc32)CC1

assay / compound | 1 | 2 | 3 | 4 | 5
FXIa single inh | 4 | -1 | -3 | 1 | -1
FXIIa single | 5 | 1 | 9 | 6 | 1

[6] Cc1cc(-c2ccccc2)nnc1NCCN1CCOCC1
[7] COc1ccc(/C=C/C(=O)Nc2ccccc2C(=O)O)cc1OC
[8] O=C(CCN1CCC(c2ccccc2)C1)c1ccc2c(c1)OCCO2 (centres undefined)
[9] C1CCC(C(CC2CCCCN2)C2CCCCC2)CC1 (centres undefined)
[10] Cc1nc2ccccn2c(=O)c1CCN1CCC(C(=O)c2ccc(F)cc2)CC1

assay / compound | 6 | 7 | 8 | 9 | 10
FXIa single inh | 10 | 6 | -1 | 2 | 4
FXIIa single | 3 | 9 | 10 | 1 | 7

Whole records, quoted from the list:
`O=C(CCN1CCC(c2ccccc2)C1)c1ccc2c(c1)OCCO2` (centres undefined) in the list: FXIa single inh: -1; FXIIa single: 10
`Cc1cc(-c2ccccc2)nnc1NCCN1CCOCC1` in the list: FXIa single inh: 10; FXIIa single: 3

The list continues.
[11] c1ccc(CC2=NCCN2)cc1
[12] O=S(=O)(c1cccc2cnccc12)N1CCCNCC1
[13] CCN(CC)CCOC(=O)C1(c2ccccc2)CCCC1
[14] c1ccc(CN(CC2=NCCN2)c2ccccc2)cc1
[15] CC(COc1ccccc1)NC(C)C(O)c1ccc(O)cc1 (centres undefined)

assay / compound | 11 | 12 | 13 | 14 | 15
FXIa single inh | 28 | 7 | -4 | 6&4 | 2
FXIIa single | -13 | 8 | 0 | 3&4 | 1

[16] O=C(c1ccc(F)cc1)C1CCN(CCn2c(=O)[nH]c3ccccc3c2=O)CC1
[17] Oc1ccc(/C=C/c2cc(O)cc(O)c2)cc1
[18] C[C@]12CCC(=O)C=C1CC[C@@H]1[C@@H]2CC[C@@]2(C)[C@H]1CC[C@]2(O)C(=O)CO
[19] CCOc1ccc(C(=O)OCCN(CC)CC)cc1
[20] CC[N+](C)(CC)CCOC(=O)C(O)(c1ccccc1)C1CCCCC1 (centres undefined)
[21] CCC(C)n1ncn(-c2ccc(N3CCN(c4ccc(OCC5COC(Cn6cncn6)(c6ccc(Cl)cc6Cl)O5)cc4)CC3)cc2)c1=O (centres undefined)

assay / compound | 16 | 17 | 18 | 19 | 20 | 21
FXIa single inh | 7 | -9 | 6 | -11 | 6 | 2
FXIIa single | 6 | -10 | 4 | 8 | 7 | 2

Sorted by formula weight (descending): some entries from above.
[16] O=C(c1ccc(F)cc1)C1CCN(CCn2c(=O)[nH]c3ccccc3c2=O)CC1
[20] CC[N+](C)(CC)CCOC(=O)C(O)(c1ccccc1)C1CCCCC1 (centres undefined)
[19] CCOc1ccc(C(=O)OCCN(CC)CC)cc1
[17] Oc1ccc(/C=C/c2cc(O)cc(O)c2)cc1

assay / compound | 16 | 20 | 19 | 17
FXIa single inh | 7 | 6 | -11 | -9
FXIIa single | 6 | 7 | 8 | -10

Assay outcomes (PubChem)

Some of the compounds tested; the hit share may differ from the screen's.
